Source: PubChem BioAssay
GAA inh – qHTS Assay for Inhibitors of Human alpha-Glucosidase as a Potential Chaperone Treatment of Pompe Disease. Lysosomal alpha-glucosidase (Homo sapiens), P10253. purified human GAA, 4-MU-alpha-glucoside fluorescence. Potency, µM (top dose mostly 76.9 µM), for inactives: at the highest dose activity change, negative = inhibition, actives largely listed as inhibitors. 200,000 tested, 0.005% active;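 also: plate controls were uninhibited enzyme wells for no effect and no-enzyme background for full effect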
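Human alpha-glucosidase, 4 nM, pre-mixed with test compounds before 400 uM 4-methylumbelliferyl substrate; 20 min room temperature at pH 5.0. Fluorescence read after pH 10 stop; AC50 values from Hill-equation fits.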
HTT cytoprotect – qHTS Multiplex Assay to Identify Dual Action Probes in a Cell Model of Huntington: Cytoprotection (ATP) | Potency, µM (highest dose often 56.4 µM), for the others: cytoprotection (ATP increase), most hits filed as activators | PC12 HTT-Q103 induced, cytoprotection, ATP luminescence, 40 h | 230,000 tested, 0.14% active;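 also: % of control where 0% means no effect; nearly all actives have a fitted effect of over 45% in size; toxic huntingtin expression switched on by the ecdysone agonist tebufenozide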
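Rat PC12, Q103 Htt exon1-GFP fusion, ecdysone promoter; tebufenozide inducer 100 nM final; compound titration; qHTS, 1500 cells/well; ATPlite luminescent read.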
GAA glycogen – qHTS Assay for Inhibitors and Activators of Human alpha-Glucosidase Cleavage of Glycogen | Lysosomal alpha-glucosidase (Homo sapiens), P10253 | recombinant GAA, glycogen substrate, Amplex Red glucose oxidase fluorescence | Potency, µM (titrated, usually from 76.4 µM), for the others: at the highest dose activity change, negative = inhibition, usual class: inhibitors | 300,000 tested, 0.38% active;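 also: 0% = full enzyme reaction and -100% = no-enzyme basal signal; the screen sought inhibitors and activators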
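Recombinant enzyme (4 nM final) with compounds titrated up to 77 uM and bovine liver glycogen (30 ug) in citrate pH 5.0, 0.01% Tween-20, 37 C 40 min. Released glucose detected by Amplex Red/glucose oxidase (Ex 573/Em 610); AC50 from Hill fits.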
Tau fibril ThT – qHTS for Inhibitors of Tau Fibril Formation, Thioflavin T Binding | recombinant tau K18 P301L, heparin-induced fibrillization, ThT fluorescence | 270,000 tested, 2.1% active | Potency, µM (titrated, usually from 57.4 µM), for inactives: at the highest dose activity, negative = inhibition, most hits filed as inhibitors | Microtubule-associated protein tau (Homo sapiens), P10636 | AID 1460, 2008; also: % is scaled to controls: 0 for no effect and ±100 for the full control effect; nearly all actives have a fitted effect of over 55% in size
Target sequence (P10636 561-689 P618L limits assumed): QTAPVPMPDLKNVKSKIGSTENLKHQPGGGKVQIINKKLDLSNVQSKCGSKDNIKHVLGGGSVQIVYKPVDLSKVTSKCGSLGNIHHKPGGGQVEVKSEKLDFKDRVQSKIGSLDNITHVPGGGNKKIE
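In this qHTS, human K18 P301L tau is incubated with compound and heparin for 6 hr at 37 C, and Thioflavin T fluorescence then reports fibril load.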
Tau FP inhib – qHTS for Inhibitors of Tau Fibril Formation, Fluorescence Polarization. AID 1468, 2008. K18 P301L tau heparin fibrillization, Alexa594 FP, 6 h. Potency, µM (doses to about 57.7 µM), for the others: top-dose activity, negative = inhibition, hits mostly inhibitors. 280,000 tested, 0.39% active. Microtubule-associated protein tau (Homo sapiens), P10636; also: % is scaled to controls: 0 for no effect and ±100 for the full control effect; nearly all actives have a fitted effect of over 55% in size
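FP of Alexa 594-tau after heparin (20 uM) induction. Substrate: human K18 P301L, 15 uM unlabeled, 0.24 uM labeled. Buffer 100 mM sodium acetate pH 7. 6 hr, 37 C.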
aGlu spleen mod – qHTS Assay for Inhibitors and Activators of Human alpha-Glucosidase From Spleen Homogenate | 240,000 tested, 0.006% active | human spleen homogenate, 4-MU-alpha-glucoside fluorescence | Potency, µM (doses to about 79.9 µM), inactives show at the top dose activity change, negative = inhibition, most hits filed as inhibitors;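 also: 0% = enzyme with vehicle and -100% = no enzyme basal signal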
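Compounds were titrated against alpha-glucosidase in spleen homogenate at pH 5.0, with 1 mM 4-methylumbelliferyl substrate for 40 min at 37 C. Reactions were quenched with pH 10 NaOH/glycine and fluorescence measured.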
aGal spleen mod – qHTS Assay for Inhibitors and Activators of Human alpha-Galactosidase From Spleen Homogenate. Alpha-galactosidase A (Homo sapiens), P06280. human spleen homogenate, 4MU-alpha-Gal fluorescence, 40 min. Potency, µM (series often up to 80 µM), for the others: at the highest dose activity change, negative = inhibition, actives largely listed as inhibitors. 240,000 tested, 0.008% active;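 also: 0% = enzyme with vehicle and -100% = no enzyme basal signal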
Target sequence (P06280 32-429 limits assumed): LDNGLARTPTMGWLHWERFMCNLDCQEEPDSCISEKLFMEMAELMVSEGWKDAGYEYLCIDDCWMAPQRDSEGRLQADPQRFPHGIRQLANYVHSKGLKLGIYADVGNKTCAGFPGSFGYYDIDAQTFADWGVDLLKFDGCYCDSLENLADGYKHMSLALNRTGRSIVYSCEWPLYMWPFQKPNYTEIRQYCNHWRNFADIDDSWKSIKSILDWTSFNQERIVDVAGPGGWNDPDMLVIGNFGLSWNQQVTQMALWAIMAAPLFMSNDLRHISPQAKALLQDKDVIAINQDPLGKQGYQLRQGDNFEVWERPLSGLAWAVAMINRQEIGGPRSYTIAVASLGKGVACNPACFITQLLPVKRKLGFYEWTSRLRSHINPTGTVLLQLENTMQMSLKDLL
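Human spleen homogenate (1 ug) as enzyme source, 4-methylumbelliferyl-alpha-D-galactopyranoside 1 mM final, citrate/phosphate pH 5.0 with 0.01% Tween-20. Compounds 40 min at 37C, NaOH/glycine stop; fluorescence Ex 365/Em 440, Hill-fit AC50.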
Tau fluor counter – Counterscreen qHTS for Inhibitors of Tau Fibril Formation, Fluorescence Polarization; tau K18 P301L (four-repeat tau fragment) Alexa594 fluorescence, heparin fibrillization; Potency, µM (doses to about 57.7 µM), without a hit: at the top dose activity change, negative = decrease; 280,000 tested, 0.93% active; also: % is scaled to controls: 0 for no effect and ±100 for the full control effect; nearly all actives have a fitted effect of over 55% in size
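Human K18 P301L tau (15 uM unlabeled plus 0.24 uM Alexa 594-labeled, final) in 100 mM sodium acetate pH 7 was mixed with compound and 20 uM heparin and incubated 6 hr at 37 C.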
* = called active by the depositor; ? = inconclusive; . = not tested or not shown; [ ] = another dose, or the depositor's remark. Calls follow the shape of the dose curve; as a rule, active = well fitted curve in the direction sought with a large enough effect; inconclusive = small, poorly fitted or top-dose-only effect, or another doubt; inactive = no such curve, though single readings can be large; an effect the other way counts as inactive or inconclusive. Potency is read from the fitted curve at half-maximal effect.

#	SMILES	aGlu spleen mod	Tau fibril ThT	GAA inh	GAA glycogen
1	Cc1nc(NC(=O)/C=C/c2ccccc2)sc1C(=O)Nc1ccccc1Cl	-9%	?	4%	1%
2	Cc1nccn1CCCNC(=O)CC1C(=O)NCCN1Cc1ccccc1C(F)(F)F (stereo unspecified)	-7%	-11%	.	4%
3	CC(C)n1c(SCC(=O)Nc2nc3c(s2)CCCC3)nc2c1c(=O)n(C)c(=O)n2C	-2%	-8%	-14%	-5%
4	Cc1cc2ccccn2c1C(=O)Nc1ccccc1	4%	-10%	5%	-6%
5	CCc1cc2c(SCC(=O)O)ncnc2s1	7%	-8%	-11%	4%
6	O=[N+]([O-])c1ccc2nc(-c3ccc(Cl)cc3)[nH]c2c1	-2%	?	-8%	-4%
7	O=C(Cn1cnc2ccccc21)Nc1ccc(C(=O)O)cc1	-4%	-14%	-18%	4%
8	O=C(Nc1ccccc1N1CCCC1)c1cccc(Cl)c1Cl	4%	-4%	2%	-22%

#	aGal spleen mod	HTT cytoprotect	Tau FP inhib	Tau fluor counter
1	-8%	8%	4%	-8%
2	-11%	-5%[10 µM]	-3%	-5%
3	-2%	4%[10 µM]	2%	-10%
4	9%	-48%	8%	-5%
5	10%	5%	-10%	-1%
6	-2%	.	8%	?
7	4%	2%	-9%	-10%
8	1%	9%[10 µM]	10%	-5%

More structures
#	SMILES	aGlu spleen mod	Tau fibril ThT	GAA inh	GAA glycogen
9	CCN(CC)C(=O)Oc1ccc2ccccc2c1Br	1%	?	-1%	-5%
10	O=C(CCNC(=O)c1ccccc1Cl)NC1=NCCS1	-19%	-3%	0%	0%
11	O=S(=O)(c1ccccc1)n1ccc(-c2cnc(-c3ccccc3)s2)n1	-13%	9%	5%	-9%
12	COc1cccc(NC(=O)C2CCN(C(=O)N3CC(C)Oc4ccccc43)CC2)c1 (stereo unspecified)	.	6%	.	-8%[76.3 µM]
13	N#Cc1c(C(F)(F)F)cc(-c2ccccc2)nc1SCCN1CCOCC1	0%	-13%	1%	10%
14	COc1ccc(S(N)(=O)=O)cc1C(N)=O	0%	3%	13%	2%
15	O=C(OC(C(=O)NC1CCCCC1)c1ccccn1)c1cccs1 (stereo unspecified)	-4%	-3%	-1%	7%
16	COc1cc2ccccc2cc1C(=O)NC(=S)Nc1cccc(C(=O)O)c1	-2%	6%	-13%	5%

#	aGal spleen mod	HTT cytoprotect	Tau FP inhib	Tau fluor counter
9	1%	-15%	1%	-16%
10	4%	17%[10 µM]	-4%	-2%
11	2%	-9%	?	-25%
12	.	.	-1%	10%
13	6%	-26%	1%	-20%
14	5%	-4%[10 µM]	-4%	8%
15	4%	7%	-6%	-7%
16	-5%	12%	2%	8%

(list continues)
#	SMILES	aGlu spleen mod	Tau fibril ThT	GAA inh	GAA glycogen
17	CCCn1nnnc1SCC(=O)N1CCCC1	5%	-1%	-1%	3%
18	CCN1CCN(CCCNC(=O)Cn2cc3c(n2)CCCC3)CC1	4%	1%	0%	8%
19	CC(c1nnc(Sc2nnnn2-c2ccccc2)n1-c1ccc(F)cc1)N(C)C (stereo unspecified)	-7%	-5%	-2%	6%
20	Cc1ccccc1NC(=O)c1cnc2ccccn2c1=O	-8%	-8%	-2%	8%
21	CCOC(=O)C(C(=O)OCC)C(C)C#CCN1CCCCC1 (stereo unspecified)	0%	7%	-5%	-3%
22	COC(=O)[C@@H]1CC[C@H](C)[C@@H](c2ccc(C)cc2)N1C(=O)c1ccc(/C=N\OC[C@@H](C)[C@H](OCc2ccccc2)C(C)C)cc1	-3%[17.4 µM]	-9%[11.5 µM]	.	.
23	CCOc1cc(NS(=O)(=O)c2ccc(Cl)cc2)c(OCC)cc1NC(=O)CC(C)C	-6%	?	-6%	-12%
24	O=C(NC1CCCCC1)c1ccc(-n2cnnn2)cc1	2%	.	.	4%

#	aGal spleen mod	HTT cytoprotect	Tau FP inhib	Tau fluor counter
17	-1%	23%[10 µM]	12%	4%
18	4%	8%	3%	0%
19	-3%	-25%	-1%	1%
20	-1%	-94%[inhibitor]	-4%	-9%
21	3%	-9%	6%	9%
22	5%[17.5 µM]	-40%[inhibitor][10 µM]	12%[11.6 µM]	0%[11.6 µM]
23	-14%	-5%	11%	?
24	3%	4%[10 µM]	-9%	6%

Following part:
#	SMILES	aGlu spleen mod	Tau fibril ThT	GAA inh	GAA glycogen
25	Cc1ccc(S(=O)(=O)c2ccccc2)cc1S(=O)(=O)N1CCOCC1	-4%	0%	-3%	-7%
26	COc1cc(-n2c(C)nc3cc(C(=O)N4CCOCC4)ccc32)cc(OC)c1OC	0%	4%	-6%	4%
27	CC(=O)N(c1ccccc1)C1CCCC1	0%	7%	-23%	7%
28	COCCCNC(=S)N/N=C/c1ccc(OC)cc1	7%	?	5%	-26%
29	O=C1CSC(c2cn(-c3ccccc3)nc2-c2ccc3c(c2)OCCO3)N1CCN1CCOCC1 (stereo unspecified)	-2%	-12%	2%	-7%
30	Cn1c(=O)n(C)c2cc([N+](=O)[O-])c(N3CCN(C(=O)c4ccc(Cl)cc4)CC3)cc21	6%	-14%	-9%	-8%
31	COc1ccc(CNC(=O)CCn2c(=O)[nH]c3ccccc3c2=O)cc1	5%	-8%	-1%	2%
32	CC(O)CNc1nc2sc3c(c2c(=O)n1Cc1ccco1)CCCCC3 (stereo unspecified)	-2%	?	-6%	1%

#	aGal spleen mod	HTT cytoprotect	Tau FP inhib	Tau fluor counter
25	-2%	6%[10 µM]	4%	-7%
26	5%	-9%	-1%	6%
27	-3%	-12%[10 µM]	-2%	10%
28	-10%	14%[10 µM]	9%	-11%
29	0%	-15%	7%	-4%
30	1%	?	-2%	-5%
31	3%	-24%	2%	-7%
32	6%	-16%[10 µM]	?	?

Next section.
#	SMILES	aGlu spleen mod	Tau fibril ThT	GAA inh	GAA glycogen
33	C#CCOCCOCCOCCNc1nc(N2CCN(C(=O)[C@H](CCC(=O)O)n3cc(C(N)CO)nn3)CC2)nc(N2CCN(C(=O)[C@H](CCCCN)n3cc(C(N)[C@H](C)CC)nn3)CC2)n1 (stereo partly specified)	4%	-1%	.	5%
34	COC(=O)[C@@]1(Cc2ccc(F)cc2)[C@H]2c3cc(C(=O)N(C)C)n(Cc4cc(F)c(F)c(F)c4)c3C[C@H]2CN1C(=O)c1ccccc1	-2%	2%	.	.
35	O=C(Cc1ccc([N+](=O)[O-])cc1)N1CCCc2ccccc21	2%	?	5%	-6%
36	CCOC(=O)c1cc2c(ccn2-c2ccc(F)cc2)n1CC(=O)N(CC)CC	2%	-15%	?	-17%
37	CCN(CC(=O)NCCc1ccc(S(N)(=O)=O)cc1)Cc1nc2cc(OC)c(OC)cc2c(=O)[nH]1	-1%	5%	2%	4%
38	COc1ccc(OC)c2sc(N3CCc4ccccc4C3)nc12	.	?	-4%	-9%
39	Cc1cccc(OCC(=O)NCCN2CCOCC2)c1	15%	1%	-11%	-24%
40	Cc1cc(C)nc(N2CCC(C(=O)NCc3cccc(C(F)(F)F)c3)CC2)n1	-4%	-5%	0%	5%

#	aGal spleen mod	HTT cytoprotect	Tau FP inhib	Tau fluor counter
33	1%	-6%[10 µM]	5%	7%
34	4%	2%	-2%	-5%
35	1%	-3%	-1%	-21%
36	4%	4%[10 µM]	7%	-13%
37	0%	-8%	-4%	-2%
38	3%	-64%	-4%	?
39	15%	5%	1%	-5%
40	16%	-1%	3%	2%

As a short view, part of the list above.
#	SMILES	aGlu spleen mod	Tau fibril ThT	GAA inh	GAA glycogen
35	O=C(Cc1ccc([N+](=O)[O-])cc1)N1CCCc2ccccc21	2%	?	5%	-6%
36	CCOC(=O)c1cc2c(ccn2-c2ccc(F)cc2)n1CC(=O)N(CC)CC	2%	-15%	?	-17%
37	CCN(CC(=O)NCCc1ccc(S(N)(=O)=O)cc1)Cc1nc2cc(OC)c(OC)cc2c(=O)[nH]1	-1%	5%	2%	4%
38	COc1ccc(OC)c2sc(N3CCc4ccccc4C3)nc12	.	?	-4%	-9%
39	Cc1cccc(OCC(=O)NCCN2CCOCC2)c1	15%	1%	-11%	-24%
40	Cc1cc(C)nc(N2CCC(C(=O)NCc3cccc(C(F)(F)F)c3)CC2)n1	-4%	-5%	0%	5%

#	aGal spleen mod	HTT cytoprotect	Tau FP inhib	Tau fluor counter
35	1%	-3%	-1%	-21%
36	4%	4%[10 µM]	7%	-13%
37	0%	-8%	-4%	-2%
38	3%	-64%	-4%	?
39	15%	5%	1%	-5%
40	16%	-1%	3%	2%

(more compounds)
#	SMILES	aGlu spleen mod	Tau fibril ThT	GAA inh	GAA glycogen
41	COc1cccc(NCc2cc3c(C(C)(C)C)nn(-c4ccccc4)c3[nH]c2=O)c1	-2%	-7%	-16%	4%
42	CCOc1cc(C=O)ccc1OCC(N)=O	4%	-8%	6%	4%
43	Cn1c(C(C#N)C(=O)c2ccco2)nc2ccccc21 (stereo unspecified)	8%	-4%	0%	-8%
44	CCc1nnc(NC(=O)c2cccc(S(=O)(=O)N(C)c3ccccc3)c2)s1	-5%	-6%	2%	2%

#	aGal spleen mod	HTT cytoprotect	Tau FP inhib	Tau fluor counter
41	6%	-8%	18%	?
42	8%	-2%[10 µM]	-6%	-8%
43	1%	-49%[inhibitor]	5%	3%
44	-5%	-4%	13%	0%
